TcdB GH inh: blocks C. difficile toxin B glycohydrolase activity; AID 652162; P18177; TcdB glycohydrolase enzymatic assay, plate reader; 350,000 compounds, 0.24% hits; inhibition, % at 9.99 µM; in the data active = inhibition above about 10%
SSB-PriA inh: blocks PriA binding to SSB C-terminal tail. 430,000 compounds, 0.6% hits. AlphaScreen SSBct-PriA binding, biotinylated peptide. inhibition, % at 33 µM; in the data active = inhibition mostly above about 37%, no sharp cut-off; inactive = mostly below about 20%;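 also: plate controls were negative control peptide for no effect and reference peptide for full effect; strong numbers were not always called active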
PfHsp40 yeast: restores yeast growth despite PfHsp40 toxicity; 340,000 compounds, 0.68% hits; AID 504582; growth rescue, % at 12.5 µM; S. cerevisiae expressing PfHsp40, growth rescue, ATP luminescence; in the data active = growth rescue above about 28%, passing the limit was not always enough; inconclusive = no clear call, values can overlap the other calls;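 also: yeast W303a lacking pdr1 and pdr3 grown in galactose medium; growth measured after three days at 30 °C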
MazEF act: MazEF (E. coli) toxin RNase activation. P0AE70. FAM/BHQ RNA-DNA oligo cleavage fluorescence, 5 h. activation, % at 20 µM. 350,000 compounds, 0.32% hits. AID 504720; in the data active = activation above about 50%
Target sequence (P0AE70 whole entry, looked up): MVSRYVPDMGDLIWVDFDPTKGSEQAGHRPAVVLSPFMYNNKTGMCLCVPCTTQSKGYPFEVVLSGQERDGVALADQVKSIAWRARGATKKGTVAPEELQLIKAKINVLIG
Anthrax LF inh2: blocks Bacillus anthracis lethal factor protease; inhibition, % at 10 µM; multiplex microsphere protease cleavage assay, LF; P15917; 360,000 compounds, 0.12% hits; in the data active = inhibition above about 30%; inconclusive = no clear call, values can overlap the other calls; also: plate controls were buffer without enzyme for full effect and enzyme alone for no effect
Y pestis TopoI: Y. pestis Topo-I inhibition via cleavage products. activity, % at 10 µM. AID 504884. 360,000 compounds, 0.064% hits. Y. pestis Topo-I cleavage product accumulation, plate reader; in the data active = activity above about 50%, passing the limit was not always enough; inconclusive = no clear call, values can overlap the other calls; also: inactives centre near 2
3CLpro inhibitor: SARS-CoV 3CLpro protease inhibition; recombinant SARS-CoV 3CLpro, quenched FRET peptide cleavage; inhibition, % at 6 µM; 290,000 compounds, 0.14% hits; in the data active = inhibition above about 12%
Rv3671c inh: inhibitors of M. tuberculosis serine protease Rv3671c. P9WHR9. 320,000 compounds, 0.048% hits. inhibition, % at 5.96 µM; in the data active = inhibition above about 38%;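 also: extracellular domain of Rv3671c used as enzyme; 0% = enzyme with DMSO and 100% = no enzyme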
Target sequence (P9WHR9 whole entry, looked up, the tested form may be a part): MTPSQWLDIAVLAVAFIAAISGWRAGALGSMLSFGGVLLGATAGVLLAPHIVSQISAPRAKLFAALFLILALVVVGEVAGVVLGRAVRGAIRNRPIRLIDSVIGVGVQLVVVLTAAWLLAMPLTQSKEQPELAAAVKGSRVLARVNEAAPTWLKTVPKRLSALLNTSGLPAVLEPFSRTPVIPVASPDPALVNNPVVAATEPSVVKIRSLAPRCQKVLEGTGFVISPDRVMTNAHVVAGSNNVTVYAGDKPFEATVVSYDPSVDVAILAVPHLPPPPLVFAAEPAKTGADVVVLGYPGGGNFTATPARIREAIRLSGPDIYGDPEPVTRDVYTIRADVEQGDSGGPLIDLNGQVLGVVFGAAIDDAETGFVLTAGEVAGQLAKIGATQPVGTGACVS
DUSP3 inh: blocks human VHR1 dual specificity phosphatase; 290,000 compounds, 0.52% hits; inhibition, % at 13.3 µM; AID 1654; recombinant VHR phosphatase, pNPP absorbance; P51452; in the data active = inhibition above about 50%; also: some compounds called inactive have numbers as strong as hits
Target sequence (P51452 whole entry, looked up): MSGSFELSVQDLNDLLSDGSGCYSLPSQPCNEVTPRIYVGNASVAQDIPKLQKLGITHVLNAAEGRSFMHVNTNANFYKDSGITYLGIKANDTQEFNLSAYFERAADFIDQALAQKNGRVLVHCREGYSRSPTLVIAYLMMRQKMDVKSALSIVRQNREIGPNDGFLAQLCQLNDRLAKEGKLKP
Vc quorum ag: quorum light induction in luxS cqsA deficient V. cholerae | V. cholerae BH1578 lux reporter, luminescence, 6 h | activation, % at 18.7 µM | 350,000 compounds, 0.16% hits; in the data active = activation mostly above about 9.7%, no sharp cut-off; inconclusive = no clear call, values can overlap the other calls; inactive = mostly below about 3.7%; also: not every result past the cut was called active; inactives centre near 0; reference of the scale not given here
Numbers without * were called inactive; i = inactive; ? = inconclusive; . = no result given; & = joins results of further samples. Some of the compounds tested, so the mix of outcomes need not match the whole.

SMILES	TcdB GH inh	SSB-PriA inh	PfHsp40 yeast	MazEF act	Anthrax LF inh2	Y pestis TopoI	3CLpro inhibitor	Rv3671c inh	DUSP3 inh	Vc quorum ag
O=C1C2CCCN2C(c2ccco2)N1c1ccc(F)cc1 (stereo unspecified)	0.4	4	-0.8	2	5	-8	-2	5	32	i
CN1CCN(CC2(O)CCN(S(=O)(=O)c3ccc(Cl)cc3)CC2)CC1	2.1	-4	-1.1	2	5	0	1	5	27	i
O=C(N/C(=C/c1cccs1)C(=O)N1CCCC1)c1ccccc1	1.3	3	-1.0	3	13	2	2	4	8	0.6
CC(=O)c1cn(C)c(=O)c2ccccc12	-0.6	-5	-0.7	4	.	4	-1	-2	5	-0.7
CC1(C(=O)NCC2CCCCC2)CCN1CCc1ccccc1 (stereo unspecified)	0.0	.	.	.	0	19	.	.	.	i
Cc1ccc(C)c(NC(=S)N2CCC(c3nc4ccccc4s3)CC2)c1	1.9	-7	3.2	1	-13	16	-8	-3	10	-1.6
CCCCn1c(N)c(N2CCOCC2)c(=O)n(CC(=O)NC(C)c2ccccc2)c1=O (stereo unspecified)	0.5	-14	?	0	-1	0	5	-11	17	-0.1
CCC(=O)c1cn(CC(=O)Nc2cccc(C)c2)c2ccccc12	1.1	-16	-1.0	0	23	3	1	-8	-14	i
COc1cc(C(O)P(=O)(OC(C)C)OC(C)C)cc(OC)c1OC (stereo unspecified)	.	-6	-1.3	2	2	-7	1	-3	-9	-1.5
Cc1cc(C)cc(N(CC(=O)NC2CCC(C)CC2)S(=O)(=O)c2c(C)[nH]c(=O)[nH]c2=O)c1 (stereo unspecified)	-0.1	-4	1.5	12	0	9	6	1	6	-3.7
Cc1cc(C)n(Cc2ccc(NC(=O)c3nn(C)cc3[N+](=O)[O-])cc2)n1	.	0	0.4	0	-11	-4	-5	0	3	i
O=C(NC(=S)Nc1ccccc1N1CCCC1)c1ccc(-c2cccc([N+](=O)[O-])c2)o1	.	4	0.3	9	-12	-6	-3	-4	-10	1.4
COc1nc(NCC(C)C)nc(Oc2ccc(=O)n(-c3ccccc3)n2)n1	-1.9	-8	0.4	-2	-6	5	-4	4	13	-0.6
Cc1nn(CC(=O)Nc2ccc(C(=O)N3CCCC3)cc2)c(=O)c2ccccc12	.	2	0.5	7	-2	-5	1	-8	10	-0.3
COc1ccc(NC(=O)c2cnc3ccccn3c2=O)c(OC)c1	-1.3	-5	-0.1	8	-6	-3	.	.	.	-0.3
O=C(CCN1C(=O)/C(=C/c2ccccc2F)SC1=S)NCCCn1ccnc1	0.4	11	-0.1	5	-2	11	3	-10	29	-0.4
CCOC(=O)C(NC(C)=O)(Nc1ccc(S(N)(=O)=O)cc1)C(F)(F)F (stereo unspecified)	.	-2	-0.4	4	2	6	3	1	5	i
COCC(=O)N1CCC(Oc2ccc(C(=O)NC(C)c3csc(C)n3)cc2)CC1 (stereo unspecified)	0.7	5	-0.6	9	0	1	1	-6	28	-0.2
COc1ccccc1N1CCN(C(=O)CCNS(=O)(=O)c2cc(Br)cnc2N)CC1	1.9	1	0.4	-3	?	9	4	-8	25	-0.2
CC1CCC(CN2CCN=C2Nc2ccccc2)CC1 (stereo unspecified)	0.1	-23	-1.4	-1	-6	-3	-6	8	24	-4.5
O=C(O)c1ccccc1C=NNc1ccccn1	0.6	-19	2.5	4	-5	7	.	.	.	-0.9
CC(=O)Nc1ccc(-c2ccnc3c2CC(C)(C(=O)NCc2ccc(F)c(F)c2)O3)cc1 (stereo unspecified)	2.7	.	.	.	-11	8	.	.	.	i
Cc1ccc(C)c(OCC(=O)Nc2ccncc2)c1	0.3	5	2.9	0	8	2	-4	-3	14	-0.3
NC(=O)C1CCN(C(=O)CC2C(=O)NCCN2Cc2cccc(Oc3ccccc3)c2)CC1 (stereo unspecified)	-1.3	-11	-0.4	6	-1	19	-1	-2	2	i
C[C@H]1CN([C@@H](C)CO)C(=O)c2cc(Br)cnc2O[C@H]1CN(C)S(=O)(=O)c1cccs1	2.2&-6.2	.	.	1	2	2	.	.	.	-0.5

13 of the compounds above, with bars between the fields:
compound | TcdB GH inh | SSB-PriA inh | PfHsp40 yeast | MazEF act | Anthrax LF inh2 | Y pestis TopoI | 3CLpro inhibitor | Rv3671c inh | DUSP3 inh | Vc quorum ag
COc1nc(NCC(C)C)nc(Oc2ccc(=O)n(-c3ccccc3)n2)n1 | -1.9 | -8 | 0.4 | -2 | -6 | 5 | -4 | 4 | 13 | -0.6
Cc1nn(CC(=O)Nc2ccc(C(=O)N3CCCC3)cc2)c(=O)c2ccccc12 | . | 2 | 0.5 | 7 | -2 | -5 | 1 | -8 | 10 | -0.3
COc1ccc(NC(=O)c2cnc3ccccn3c2=O)c(OC)c1 | -1.3 | -5 | -0.1 | 8 | -6 | -3 | . | . | . | -0.3
O=C(CCN1C(=O)/C(=C/c2ccccc2F)SC1=S)NCCCn1ccnc1 | 0.4 | 11 | -0.1 | 5 | -2 | 11 | 3 | -10 | 29 | -0.4
CCOC(=O)C(NC(C)=O)(Nc1ccc(S(N)(=O)=O)cc1)C(F)(F)F (stereo unspecified) | . | -2 | -0.4 | 4 | 2 | 6 | 3 | 1 | 5 | i
COCC(=O)N1CCC(Oc2ccc(C(=O)NC(C)c3csc(C)n3)cc2)CC1 (stereo unspecified) | 0.7 | 5 | -0.6 | 9 | 0 | 1 | 1 | -6 | 28 | -0.2
COc1ccccc1N1CCN(C(=O)CCNS(=O)(=O)c2cc(Br)cnc2N)CC1 | 1.9 | 1 | 0.4 | -3 | ? | 9 | 4 | -8 | 25 | -0.2
CC1CCC(CN2CCN=C2Nc2ccccc2)CC1 (stereo unspecified) | 0.1 | -23 | -1.4 | -1 | -6 | -3 | -6 | 8 | 24 | -4.5
O=C(O)c1ccccc1C=NNc1ccccn1 | 0.6 | -19 | 2.5 | 4 | -5 | 7 | . | . | . | -0.9
CC(=O)Nc1ccc(-c2ccnc3c2CC(C)(C(=O)NCc2ccc(F)c(F)c2)O3)cc1 (stereo unspecified) | 2.7 | . | . | . | -11 | 8 | . | . | . | i
Cc1ccc(C)c(OCC(=O)Nc2ccncc2)c1 | 0.3 | 5 | 2.9 | 0 | 8 | 2 | -4 | -3 | 14 | -0.3
NC(=O)C1CCN(C(=O)CC2C(=O)NCCN2Cc2cccc(Oc3ccccc3)c2)CC1 (stereo unspecified) | -1.3 | -11 | -0.4 | 6 | -1 | 19 | -1 | -2 | 2 | i
C[C@H]1CN([C@@H](C)CO)C(=O)c2cc(Br)cnc2O[C@H]1CN(C)S(=O)(=O)c1cccs1 | 2.2&-6.2 | . | . | 1 | 2 | 2 | . | . | . | -0.5

Following part:
SMILES	TcdB GH inh	SSB-PriA inh	PfHsp40 yeast	MazEF act	Anthrax LF inh2	Y pestis TopoI	3CLpro inhibitor	Rv3671c inh	DUSP3 inh	Vc quorum ag
COC(=O)c1ccc2nc(NC(=O)CSCC(=O)OCC(=O)c3ccccc3)sc2c1	2.3	2	0.2	-3	-5	-3	-2	-12	-11	-0.4
Cc1ccc(C(=O)NC2(C(F)(F)F)NC(=O)N(c3ccc(Cl)cc3)C2=O)cc1 (stereo unspecified)	.	-2	1.8	0	1	-10	0	1	-16	-0.2
CN1C(=O)C(=O)/C(=C(/O)c2ccccc2)C1c1ccc([N+](=O)[O-])cc1 (stereo unspecified)	0.3	.	0.1	8	-10	3	0	2	20	i
Cc1ccc(-n2c([S-])c(C(=O)NC(C)c3ccccc3)[n+]3ccccc23)cc1 (stereo unspecified)	0.6	1	1.3	-328	0	33	3	-1	33	-0.4
CCCCNC(=O)C1(C)CCCCN1C(=O)c1csnn1 (stereo unspecified)	-2.1	.	.	.	-2	7	.	.	.	i
CN(C)C(=O)c1ccc(N=Nc2c(O)c3ccccc3[nH]c2=O)cc1	-0.7	4	-3.5	0	-4	0	.	.	.	i
CCCCn1c(N(CCOC(C)=O)C(C)=O)nc2ccccc21	.	-7	0.6	-3	-10	1	-4	0	.	i
COC(c1ccccc1)c1c(-c2ccccc2)nn(C)c1Cl (stereo unspecified)	.	-30	0.4	0	-3	4	6	-2	11	-0.7
CC(C)(C)c1csc(NC(=O)C2COc3ccccc3O2)n1 (stereo unspecified)	-1.0	0&-26	-0.8	2	-1	-3	5	-2	26	i
Cc1cc(N2CCC(C)CC2)c(F)cc1[N+](=O)[O-]	.	-11	-1.0	-10	1	5	-3	-1	-1	2.7
COc1cc(/C=N/NC(=O)c2cc(-c3ccccc3Cl)nc3ccccc23)cc(OC)c1O	-4.3	.	-1.2	7	-6	-4	.	4	.	-1.3
COC(=O)c1ccc(N2C(=O)CC(N3CCN(C(=O)c4ccco4)CC3)C2=O)cc1 (stereo unspecified)	.	-11	0.1	0	1	15	4	-5	5	-0.3
CN(C)Cc1cc(O)c(CN(C)C)cc1O	0.1	-2	-1.4	-71	-6	2	-4	-4	-7	-0.4
Cc1cc2nnc(SC3CCOC3=O)n2c2ccccc12 (stereo unspecified)	.	-11	-0.9	6	-2	-5	5	-2	29	-3.1
COc1ccc(C(=O)Nn2c(SCC(=O)NC3CCCCC3)nc3ccccc3c2=O)cc1	.	-11	0.1	5	-1	14	7	-3	0	1.3
C[C@@H]1CN([C@@H](C)CO)C(=O)c2cc(NC(=O)CCN3CCOCC3)ccc2O[C@@H]1CN(C)C(=O)Nc1ccccc1	1.0&-6.4	-5	0.3	4	4	14	.	-2	.	2.1
CN(C)c1ccc(CNC(=O)C2(C)Cc3c(-c4ccccc4)ccnc3O2)cc1 (stereo unspecified)	-1.2	.	.	.	-2	21	.	.	.	0.0
O=C(CN(C(=O)CCC(=O)Nc1nccs1)c1ccccc1F)NCc1ccc(F)cc1	-7.3	-21	1.6	2	0	8	-5	0	25	-0.4
N#Cc1c2ccc(OCC(N)=O)cc2n2ccccc12	-3.0	-8	-2.4	14	-3	-13	-6	-25	4	-0.6
Nc1ccc(Oc2ccc(N)c([N+](=O)[O-])c2)cc1[N+](=O)[O-]	1.6	.	.	11	-2	-9	.	.	.	1.4
CC(C)c1ccc(NC(=O)N2C[C@H]3C[C@@H](C2)c2cccc(=O)n2C3)cc1	2.4	.	0.3	4	1	6	5	7	12	-0.4
Cn1ccc(-c2cc(C(=O)O)c3ccccc3n2)n1	2.1	0	0.4	-25	-9	-11	9	0	-15	-0.1
Cn1c(=O)n(C)c2cc(S(=O)(=O)Nc3cc(Cl)ccc3O)ccc21	3.2	-1	-1.1	2	4	10	1	-2	16	-1.1
CCOC(=O)c1c(C)[nH]c(C(=O)CN2CCN(CC)CC2)c1C	0.9	-9	-0.3	-2	-6	8	0	-3	5	i
O=Cc1coc2ccc3ccccc3c2c1=O	0.0	-9	0.8	-2	11	6	1	7	56*	-0.4
CCCCCn1c(=O)c(C(=O)Nc2cccc(C)n2)c(O)c2ccccc21	0.2	2	-2.6	0	-12	5	-1	2	23	i
CCOc1ccc(NC2=C(Cl)C(=O)N(Cc3ccccc3)C2=O)cc1	0.9	6	2.1	15	-3	-2	5	-9	12	-1.6
O[C@H]1C[C@H](c2ccccc2)N(Cc2cccs2)C[C@@H]1n1cc(-c2ccc(F)cc2)nn1	0.9	.	.	-7	-3	36	.	.	.	-0.7
CSc1ccc(NC(=O)C2(C)CCN2C(=O)c2ccccc2CCc2ccccc2)cc1 (stereo unspecified)	-10	.	.	.	-2	-6	.	.	.	i
Cc1cccc(C)c1Nc1nnc(SC/C(O)=C(\C#N)c2nc3ccccc3[nH]2)s1	0.5	1	0.6	-4	0	6	6	-6	-2	i

From PubChem
